tim10-1 inh: inhibits growth of tim10-1 mutant yeast | inhibition, % at 20 µM | AID 463190 | S. cerevisiae tim10-1 ts strain growth, BacTiter-Glo, 24 h | 2.2% of 330,000 active;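 active = inhibition of at least 40%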;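 note: mutant grown at 25 °C; 0% = DMSO wells with yeast and 100% = wells holding no yeast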
mIAP inh: blocks mouse intestinal alkaline phosphatase; purified mouse IAP, CDP-Star luminescence, 30 min; inhibition, % at 10 µM; 0.2% of 330,000 active;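 active = inhibition of at least 40% at 10 µM in the primary screen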;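 note: plate controls were DMSO with enzyme for no effect and no enzyme wells for full effect; values of inactives mirror those of a sister screen read the other way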
ATG4B inhibitor: blocks human ATG4B protease cleavage of LC3 substrate; Q9Y4P1; ATG4B cleavage of LC3-PLA2, NBD-HPC fluorescence, 1 h; 0.51% of 340,000 active; inhibition, % at 8.33 µM; in the data active = inhibition above about 40%
Target sequence (Q9Y4P1 whole entry, looked up): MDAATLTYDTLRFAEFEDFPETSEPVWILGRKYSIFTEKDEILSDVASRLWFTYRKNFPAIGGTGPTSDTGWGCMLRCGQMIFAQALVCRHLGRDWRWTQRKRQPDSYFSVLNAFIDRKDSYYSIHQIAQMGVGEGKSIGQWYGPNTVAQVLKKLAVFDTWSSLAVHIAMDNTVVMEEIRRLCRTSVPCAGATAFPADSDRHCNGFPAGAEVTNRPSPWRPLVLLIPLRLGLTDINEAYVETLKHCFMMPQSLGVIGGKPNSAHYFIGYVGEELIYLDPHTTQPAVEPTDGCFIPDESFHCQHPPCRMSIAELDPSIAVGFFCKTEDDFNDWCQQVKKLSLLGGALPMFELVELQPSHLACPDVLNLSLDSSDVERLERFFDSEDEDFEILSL
hIAP act: human IAP activation | AID 2524 | activation factor at 10 µM | P09923 | purified human IAP, CDP-Star luminescence, 30 min; stronger effect = higher value; 1 = vehicle-only enzyme, 0 = enzyme-free background | 0.16% of 330,000 active;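 active = activation factor of the enzyme at least 2-fold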; note: the source names both 10 and 20 µM as test concentration; values of inactives mirror those of a sister screen read the other way
Target sequence (P09923 whole entry, looked up): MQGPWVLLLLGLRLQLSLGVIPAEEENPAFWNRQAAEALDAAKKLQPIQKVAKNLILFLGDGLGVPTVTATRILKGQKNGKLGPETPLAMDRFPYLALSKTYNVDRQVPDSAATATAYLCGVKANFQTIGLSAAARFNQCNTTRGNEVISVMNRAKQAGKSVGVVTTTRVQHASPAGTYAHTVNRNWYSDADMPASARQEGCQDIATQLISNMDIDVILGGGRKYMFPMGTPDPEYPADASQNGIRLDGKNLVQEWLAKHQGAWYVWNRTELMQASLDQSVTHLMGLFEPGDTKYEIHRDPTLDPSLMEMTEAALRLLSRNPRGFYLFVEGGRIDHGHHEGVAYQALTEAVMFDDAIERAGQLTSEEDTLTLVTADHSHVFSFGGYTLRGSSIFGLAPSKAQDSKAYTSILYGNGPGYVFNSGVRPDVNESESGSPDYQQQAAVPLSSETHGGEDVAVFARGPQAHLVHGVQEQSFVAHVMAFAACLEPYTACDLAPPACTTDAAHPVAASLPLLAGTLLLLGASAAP
TIM10 inh: inhibits growth of TIM10 yeast strain; S. cerevisiae TIM10 strain growth, BacTiter-Glo luminescence, 24 h; inhibition, % at 10 µM; 1.4% of 330,000 active;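 active = inhibition of 40% or more at the single tested concentration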;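 note: wild-type TIM10 isogenic control strain grown at permissive 25 °C; 0% = DMSO yeast wells and 100% = minimal medium wells without yeast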
Apaf-1 inh: blocks human Apaf-1 apoptosome activity. reconstituted apoptosome caspase-3 activity, DEVD-Rh110 fluorescence. inhibition, % at 20 µM. 0.71% of 330,000 active; active = inhibition of at least 40% at 20 µM;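 note: plate controls were DMSO wells for no effect and DEVD-CHO caspase inhibitor wells for full effect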
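Assay system – apoptosome proteins · Medium – Hepes buffer, pH 7.5 · Also added – cytochrome c with DEVD-Rh110 · Timing – 30 min compound preincubation, 50 min activation, room temperature · Detection – Rh110 fluorescence, excitation 480 nm, emission 540 nm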
NALP3 yeast inh: NALP3 inhibition in yeast; inhibition, % at 10 µM; 0.39% of 330,000 active; Yeast reconstituted NLRP3/ASC/caspase-1, beta-gal luminescence, 24 h;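 active = inhibition of 50% or more; inactive = inhibition below 50%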;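 note: plate controls were induced DMSO wells for no effect and uninduced yeast grown without galactose for full effect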
hIAP inh: blocks human intestinal alkaline phosphatase; P09923; purified IAP, CDP-Star luminescence, 30 min; inhibition, % at 10 µM; 0.12% of 330,000 active; AID 2544;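 active = inhibition reaching a set limit with compound at 10 µM in the primary screen, cut at about 35% in these data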;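 note: plate controls were DMSO wells with enzyme for no effect and no-enzyme buffer wells for full effect; values of inactives mirror those of a sister screen read the other way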
mIAP act: mouse IAP activation; activation factor at 10 µM; muIAP, CDP-Star luminescence, 30 min; stronger effect = higher value; 1 = vehicle-only enzyme signal, 0 = enzyme-free wells; 0.24% of 330,000 active;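 active = activation factor of at least 2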; note: the source names both 10 and 20 µM as test concentration; values of inactives mirror those of a sister screen read the other way
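Assay system: mouse IAP enzyme; reagent: chemiluminescent substrate CDP-Star; dosing: test compounds delivered from DMSO solution; schedule: 30 min at room temperature; measured by: luminescence from enzymatic CDP-Star hydrolysis; controls: DMSO-only wells and no-enzyme negative control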
The depositor's hits bear a star; x = no result given. Rows are unselected, and some 4.5% of all compounds hit somewhere here.

SMILES	tim10-1 inh	mIAP inh	ATG4B inhibitor	hIAP act	TIM10 inh	Apaf-1 inh	NALP3 yeast inh	hIAP inh	mIAP act
O=C(Nc1ccc(CN2CCS(=O)(=O)CC2)cc1)c1ccccc1	-5	-1	1	1.7	28	-11	2	-72	1
Nc1c(NC2CCCCC2)c2ccccc2oc1=O	18	-1	0	1.2	40	0	6	-15	1
CCOc1ccc2nc(NC(=O)C3=NNC(=O)CC3)sc2c1	8	9	-5	1.6	-14	-4	21	-60	0.91
O=C1CNC(=S)N1Cc1ccccc1Cl	18	-6	-5	1	12	-1	6	0	1.1
CN(C)/C=C(\C#N)C(=O)Nc1ccc(F)cc1	4	-5	-1	1	0	-5	14	-3	1
COc1ccc(N2C(=O)C3CCCN3C2c2ccc(F)cc2)cc1Cl (centres undefined)	11	5	-18	1.1	-8	6	3	-9	0.95
CCOC(=O)/C=C/C(=O)OCC(=O)Nc1cccc(Br)c1	47*	2	-10	1.1	51*	-10	-3	-10	0.98
COc1ccc(-n2c(C)cc(C(=O)CN3C(=O)C(=O)N(Cc4ccccc4)C3=O)c2C)cc1	8	1	6	1.1	14	7	11	-15	0.99
CCN(Cc1cccs1)C(=O)CN1CCN(S(=O)(=O)c2ccc3c(c2)OCCCO3)CC1	24	14	-4	0.91	12	1	-8	9	0.86
C/C(=N\Nc1nc(C)cc(-c2ccccc2)n1)c1ccccc1	-5	-3	1	1.4	8	7	28	-42	1
c1ccc2cc3[nH]c(CN4CCCCC4)nc3cc2c1	10	3	-6	1.1	-4	5	12	-10	0.97
Cc1ccc(C(=O)NNC(=O)c2ccc(Br)s2)cc1S(=O)(=O)N1CCOCC1	-12	7	-1	1	4	-11	10	-4	0.93
Cc1ccc(C(=O)N/C(=C\c2cccs2)C(=O)NCCc2ccccn2)cc1C	2	2	5	0.83	0	-11	0	17	0.98
CCOc1ccccc1NC(=O)C(OC(=O)c1ccccc1O)c1ccccc1 (centres undefined)	23	5	3	1	6	7	4	-1	0.95
O=c1[nH]c(=O)n(C2CCCO2)cc1Br (centres undefined)	10	-21	-9	1.2	1	5	10	-16	1.2
Cc1noc(NS(=O)(=O)c2ccc(N/C=C\C(=O)c3cccs3)cc2)c1C	8	2	-4	1.2	-8	19	12	-21	0.98
CC(C(=O)N1CCCc2ccccc21)N1CCN(c2ccccn2)CC1 (centres undefined)	22	-21	0	1.1	5	5	0	-11	1.2
Cc1ccc(OCC(=O)Nc2ccc(N3CCCC3)cc2)cc1C	13	31	4	0.92	11	30	8	8	0.69
COc1ccc(CCNC(=O)COC(=O)C23CC4CC(CC(C4)C2)C3)cc1	38	6	-3	1	6	13	-2	-5	0.94
COc1ccc(NS(=O)(=O)c2cccc(C(=O)NNC(=O)c3ccc(O)c(Cl)c3)c2)cc1	-12	-3	-6	0.88	-2	9	10	12	1
COc1ccccc1NC(=S)Nc1cccc2cnccc12	2	4	-3	0.93	12	97*	29	7	0.96
CSc1ccc(CN2CCCC(N3CCN(c4ccccc4)CC3)C2)cc1 (centres undefined)	6	14	-4	0.88	2	5	33	12	0.86
CCn1c(SC(C)C)nnc1-c1cc(-c2ccccc2)sc1N	46*	21	-8	0.92	39	20	28	8	0.79
COCC(=O)Nc1ccc2nc3n(c(=O)c2c1)CCCCC3	-4	-1	-8	0.92	-2	-28	15	8	1
COC(=O)CSc1nnc(-c2ccc(S(=O)(=O)N3CCCC3)cc2)n1C	8	-7	-6	1.4	-26	-2	2	-41	1.1
CCN(C(=O)CSc1nnc(Cn2nnc3ccccc32)o1)c1nc(C)cs1	12	6	-12	1.2	-9	-8	7	-20	0.94
COc1ccc(NC2CCCN(C(=O)c3ccc4[nH]c(C)c(C)c4c3)C2)cc1OC (centres undefined)	15	-1	25	0.95	9	15	5	5	1
CC(=O)Nc1ccc(OC(=O)COc2ccc(Br)cc2)cc1	-9	12	-2	0.85	-1	-1	-5	14	0.88
CCc1ccc(CN(C)C(=O)c2cc(S(=O)(=O)N3CCN(CC)CC3)ccc2Cl)cc1	17	2	1	1	0	29	-8	-4	0.98
CC(=O)Nc1ccc(S(=O)(=O)NC(CC(=O)N(C)Cc2ccccc2)C(C)C)cc1 (centres undefined)	-10	2	-1	0.89	-5	-2	21	11	0.97

Quoted from the entries so far, 2 compounds:
SMILES	tim10-1 inh	mIAP inh	ATG4B inhibitor	hIAP act	TIM10 inh	Apaf-1 inh	NALP3 yeast inh	hIAP inh	mIAP act
Cc1noc(NS(=O)(=O)c2ccc(N/C=C\C(=O)c3cccs3)cc2)c1C	8	2	-4	1.2	-8	19	12	-21	0.98
CC(C(=O)N1CCCc2ccccc21)N1CCN(c2ccccn2)CC1 (centres undefined)	22	-21	0	1.1	5	5	0	-11	1.2

Continuation.
SMILES	tim10-1 inh	mIAP inh	ATG4B inhibitor	hIAP act	TIM10 inh	Apaf-1 inh	NALP3 yeast inh	hIAP inh	mIAP act
Cc1ccccc1NC(=O)CC1(c2ccc(N(C)C)cc2)C(=O)c2ccccc2C1=O	34	-5	-15	0.89	29	10	13	11	1.1
O=C(NCc1ccccc1)c1ccc[n+]([O-])c1	-4	-7	-3	0.89	3	2	14	11	1.1
Cc1[nH]c2ccc(C(=O)N3CCCCC3)cc2c1C	14	7	7	0.99	8	7	5	1	0.93
O=C(CN1CCN(C(=O)CNC(=O)c2ccc3c(c2)OCO3)CC1)Nc1ccccc1Cl	13	-2	-7	1	12	12	17	-2	1
O=C(Nc1cc(C(F)(F)F)ccc1F)C1CCC1	-16	5	-9	1.1	4	-4	-19	-6	0.95
CN1C(C(=O)NCC2CC2)CC2Cn3c(nc4ccccc43)C21 (centres undefined)	-6	0	2	1.2	-11	1	9	-16	1
Cc1ccc(N(CCC(=O)O)S(=O)(=O)c2ccc(C)cc2)cc1	6	-3	29	0.99	-2	7	5	1	1
CN(C)C(=O)c1coc2nc3ccccc3nc12	-2	-4	-4	1.1	16	-2	7	-10	1
Cn1c(=O)c(C=Nc2ccccc2)c(O)c2ccccc21	16	-6	x	0.93	24	-10	26	7	1.1
Nc1ccccc1Sc1cc(Cl)nnc1Cl	5	2	-1	0.92	-21	9	7	8	0.98
COc1ccc(OCCOCCN2CCOCC2)cc1	-10	4	-3	1	-3	-8	17	-3	0.96
COc1ccc(NC(=O)NNC(=O)c2ccc(-c3ccccc3)cc2)cc1	5	7	-3	1	1	10	-1	-3	0.93
CCCCn1c(N)c(N(CCOC)C(=O)CSc2ccc([N+](=O)[O-])cc2)c(=O)[nH]c1=O	-2	11	4	1	4	-1	16	-3	0.89
O=c1[nH]c(C2CCCN(S(=O)(=O)c3ccccc3)C2)nc2c1nnn2Cc1ccccc1Br (centres undefined)	6	7	-17	0.97	6	35	6	3	0.93
CCN(CC)S(=O)(=O)c1cc(NC(=O)[C@@H](NC(N)=O)C(C)C)ccc1C	18	-18	3	1.1	2	8	1	-14	1.2
Cc1ccc(N2C(=O)N(CC(=O)N3CCOCC3)C(=O)C2C)cc1 (centres undefined)	6	-20	7	1.1	13	4	-4	-8	1.2
O=C(NC(Cc1ccccc1)C(=O)O)c1ccco1 (centres undefined)	18	-3	2	1	-3	12	12	-3	1
O=Cc1ccc(-c2ccc(Cl)cc2Cl)[nH]1	6	7	6	0.98	11	21	-6	2	0.93
CCOc1ccc(S(=O)(=O)N2CCCC(C(=O)Nc3ccccc3)C2)cc1 (centres undefined)	6	-15	-9	1.1	14	12	3	-8	1.1
CCOCCCn1c(SCC(=O)Nc2cccc(S(=O)(=O)NC3=NCCCCC3)c2)nc2ccccc2c1=O	7	-13	-7	1.1	4	-5	-10	-10	1.1
C=CCn1c(C#N)c(N)sc1=N	1	8	3	1.1	-6	-3	25	-15	0.92
Cc1ccc(NC(=O)C2CCCN2c2nn3c(=O)cc(C)nc3s2)cc1 (centres undefined)	-3	12	-1	0.73	-1	7	14	27	0.88
O=C(O)CCSc1nnc(COc2ccc(Cl)cc2)n1-c1ccccc1	-10	-5	-2	1	-1	2	9	0	1
O=C(NNC(=O)c1cccnc1)Nc1cccc(Cl)c1Cl	20	-2	12	1	14	-6	-16	-1	1
CCOC(=O)c1cccc(OC(=O)CCNC(=O)c2ccc(Cl)cc2)c1	-12	-10	-7	0.78	21	0	20	22	1.1
C=CCSc1nc2c(c(=O)[nH]c(=O)n2C)n1Cc1ccc(C)cc1	-1	4	-3	0.96	-4	5	1	4	0.96
CC1CC(=S)Nc2ccccc2S1 (centres undefined)	26	19	6	1	1	10	18	-2	0.81
CCC(C(=O)OCC(=O)N(CC)c1c(N)n(Cc2ccccc2)c(=O)[nH]c1=O)c1ccccc1 (centres undefined)	8	-8	0	1	7	14	15	-2	1.1
O=C(Cc1cccs1)Nc1ccc(S(=O)(=O)N2CCCCC2)cc1	20	-11	5	1.1	19	5	16	-11	1.1
CC(C)[C@H](NC(=O)C1CCN(S(=O)(=O)c2ccccc2)CC1)C(=O)NCc1ccccc1	-9	-3	0	1.1	0	-2	1	-7	1
O=C(Nc1ccc(N2CCN(c3ncccc3C(F)(F)F)CC2)nc1)c1cccs1	37	3	11	1.2	45*	2	35	-20	0.97
CCCNC(=O)COC(=O)/C=C/c1cccc(F)c1	2	-2	-12	0.99	10	-6	4	1	1
O=S(=O)(Cc1ccccc1)Nc1ccc(S(=O)(=O)N2CCCC2)cc1	-1	2	-3	1	-24	-12	0	0	0.98
C/C(=N\NC(=S)NC(C)C)c1ccc(Cl)s1	26	13	-19	1	22	11	3	-4	0.87
Fc1nc(N2CCCC2)c(F)c(Oc2ccccc2Oc2c(F)c(F)nc(N3CCCC3)c2F)c1F	25	-3	-3	0.98	22	1	1	2	1
CNC(=O)C1CC(=O)N(CCc2ccccc2)C(=Nc2ccc(OC)cc2)S1 (centres undefined)	25	3	-2	0.99	-11	7	14	1	0.97
CCOC(=O)C1CCN(C2CCN(Cc3nc(-c4ccccc4)no3)CC2)CC1	2	-4	-3	0.94	-21	8	0	6	1
CCOC(=O)N=Nc1c2ccccc2c2nc3no[nH]c3nc12	76*	1	-5	0.9	86*	88*	86*	10	0.99
Cc1ccc(C(=O)Nc2ccccc2C(=O)NC(Cc2c[nH]c3ccccc23)C(=O)O)cc1 (centres undefined)	-3	-9	2	1.1	8	6	7	-12	1.1
COc1ccc(CN2CCN(Cc3csc(C(C)=O)c3)CC2CCO)c(C)c1C (centres undefined)	4	-4	-12	0.83	5	0	13	16	1
Cc1cccc(SCc2noc(C(=O)NCC3CCCO3)c2C(=O)O)c1 (centres undefined)	2	4	-13	0.65	8	0	-1	35*	0.96
CCN(CC)CCCNc1nc(-c2ccccc2)nc2ccccc12	9	7	-13	1.8	16	-13	18	-83	0.93
CCN(CC)CCNC(C(=O)Nc1cccc(C(C)=O)c1)c1ccccc1 (centres undefined)	12	4	-4	1	4	7	8	-3	0.96

Compound profiles, from the list above. Order of values: tim10-1 inh, mIAP inh, ATG4B inhibitor, hIAP act, TIM10 inh, Apaf-1 inh, NALP3 yeast inh, hIAP inh, mIAP act
Listed for CCCNC(=O)COC(=O)/C=C/c1cccc(F)c1 → 2, -2, -12, 0.99, 10, -6, 4, 1, 1
Listed for CCN(CC)CCNC(C(=O)Nc1cccc(C(C)=O)c1)c1ccccc1 (centres undefined) → 12, 4, -4, 1, 4, 7, 8, -3, 0.96
Listed for COc1ccc(CN2CCN(Cc3csc(C(C)=O)c3)CC2CCO)c(C)c1C (centres undefined) → 4, -4, -12, 0.83, 5, 0, 13, 16, 1

In the list so far, these have a cyano group:
SMILES	tim10-1 inh	mIAP inh	ATG4B inhibitor	hIAP act	TIM10 inh	Apaf-1 inh	NALP3 yeast inh	hIAP inh	mIAP act
CN(C)/C=C(\C#N)C(=O)Nc1ccc(F)cc1	4	-5	-1	1	0	-5	14	-3	1
C=CCn1c(C#N)c(N)sc1=N	1	8	3	1.1	-6	-3	25	-15	0.92
